MITF inh = MITF inhibitors, primary screen, biochemical, AlphaScreen, human; Microphthalmia-associated transcription factor (Homo sapiens), O75030; AlphaScreen MITF homodimerization, bead proximity signal; inhibition, % at 2.6 µM; 0.91% of 650,000 active; AID 1259374, 2018; in the data active means inhibition above about 50%;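 further: 0% = vehicle wells with protein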
Target sequence (O75030 whole entry, looked up): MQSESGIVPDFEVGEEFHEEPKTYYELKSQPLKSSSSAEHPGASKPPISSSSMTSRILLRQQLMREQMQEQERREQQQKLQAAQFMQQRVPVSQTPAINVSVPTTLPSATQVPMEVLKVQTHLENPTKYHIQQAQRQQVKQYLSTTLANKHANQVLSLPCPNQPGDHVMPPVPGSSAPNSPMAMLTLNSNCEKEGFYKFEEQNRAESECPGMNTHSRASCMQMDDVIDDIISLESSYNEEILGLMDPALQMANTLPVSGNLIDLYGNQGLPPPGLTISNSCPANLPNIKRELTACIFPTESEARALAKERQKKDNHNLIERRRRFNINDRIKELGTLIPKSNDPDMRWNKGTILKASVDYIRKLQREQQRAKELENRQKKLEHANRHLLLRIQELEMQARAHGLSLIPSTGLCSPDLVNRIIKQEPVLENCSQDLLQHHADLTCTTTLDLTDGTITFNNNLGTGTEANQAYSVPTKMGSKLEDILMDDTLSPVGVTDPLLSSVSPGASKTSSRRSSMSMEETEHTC
FBW7 activator = FBW7 E3 ligase activators, primary screen, biochemical, AlphaScreen, human | F-box/WD repeat-containing protein 7 (Homo sapiens), Q969H0 | AlphaScreen FBW7–phospho-cyclin E peptide binding, activator screen | normalized activity (activation), % at 26.1 µM | 0.13% of 650,000 active | AID 1259310, 2017; in the data active means normalized activity above about 1.9%;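 further: purified mutant Fbw7 with reduced substrate affinity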
TEAD-YAP block = TEAD-YAP interaction inhibition, primary screen, TEAD-YAP interaction inhibitor project, luminescence, HEK-TIYL cells; TEAD-Gal4/YAP UAS-luciferase luminescence; inhibition, % at 9.12 µM; 1.4% of 640,000 active; in the data active means inhibition above about 32%;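 further: 0% = median of test compound wells and 100% = reference inhibitor wells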
GPR151 activ = activators of human GPR151, primary screen, cell-based, PathHunter beta-arrestin, luminescence. G-protein coupled receptor 151 (Homo sapiens), Q8TDV0. PathHunter beta-arrestin GPR151 cells. activation, % at 11.2 µM. 1% of 650,000 active. AID 1508602, 2020; in the data active means activation above about 4.9%;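 further: 0% = median of compound wells and 100% = cells with positive control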
* hit, by the source's call; / = no result given.

Each structure is followed by: GPR151 activ, MITF inh, TEAD-YAP block, FBW7 activator
#1 COc1ccc(C2=NN(C(=O)CSc3nnc(CNC(=O)c4ccco4)n3-c3cccc(Cl)c3)C(c3ccc(C)cc3)C2)cc1 (configuration not stated)
    0.7, 1, -3, -0.1
#2 COc1ccc(-c2c(C)nn3c(N(C)CCO)cc(C)nc23)cc1
    -0.3, 10, -5, 0.4
#3 O=C(CN1CCN(Cc2nc(-c3cccs3)cs2)CC1)N1CCc2ccccc21
    -0.6, 58*, -4, -0.4
#4 C=CCNC(=S)C(=O)Nc1ccccc1
    -2.9, 4, -55, 0.0
#5 CSCCC(NS(=O)(=O)c1ccc(F)c(Cl)c1)C(=O)NCCN(C)C (configuration not stated)
    0.7, -5, 10, 0.5
#6 COc1cccc(C2NC(CC(C)C)(C(=O)O)C3C(=O)N(c4ccc(F)cc4)C(=O)C23)c1 (configuration not stated)
    -0.1, 3, -1, 0.3
#7 N#Cc1cnc(SCc2ccccc2)nc1N
    -0.5, -11, -18, -0.1
#8 CC12CCC(C(=O)Nc3ccccc3Br)(OC1=O)C2(C)C (configuration not stated)
    -0.4, 12, -1, 0.0
#9 O=C(O)CN1C(=O)/C(=C\c2cccn2-c2ccc(O)cc2)SC1=S
    -0.2, 5, 2, 0.0
#10 COc1ccc(CN2CCNC(=O)C2CC(=O)NC2CCCCCC2)cc1OC (configuration not stated)
    -0.3, -9, -9, 0.0
#11 CCC(C)NC(=O)c1ccc(Cl)c(Cl)c1 (configuration not stated)
    -1.4, -2, 1, -0.1
#12 CN(C)c1ccc(C2NC(C(=O)O)CS2)cc1Br (configuration not stated)
    -0.4, -6, -4, -0.2
#13 C=CCNC(=O)CCN1N=C(c2ccc(C)cc2)CCC1=O
    0.9, 5, -6, 0.0
#14 O=C(Cn1nnnc1CN1CCCCCC1)NCC(F)(F)F
    -0.6, 8, 3, 0.0
#15 CC(=O)c1ccc(NC(=O)CSc2nccn2-c2cc(C)ccc2C)cc1
    0.4, 0, -6, 0.1
#16 CCCN1CCN(CCCNC(=O)c2cc3cc4ccc(OC)cc4nc3o2)CC1
    -0.5, -3, -13, 0.0
#17 CCOC(=O)N1CCC(Nc2c(NCCCN(CC)CC)c(=O)c2=O)CC1
    0.6, -11, 13, 0.0
#18 CCCCCC(=O)CC[C@H]1[C@H](O)CC(=O)[C@@H]1C/C=C\CCCC(=O)O
    3.2, 0, /, /
#19 COc1cc(C(=O)OCC(=O)N2c3ccccc3NC(=O)C2(C)C)c([N+](=O)[O-])cc1OC
    -0.2, -8, 3, -0.1
#20 COc1ccc(OC)c(-n2c(CNC(=O)c3ccc(S(=O)(=O)N(C)C)cc3)nnc2SCC(=O)Nc2ccc(F)cc2)c1
    1.0, 0, -2, 0.2

(continued)
Each structure is followed by: GPR151 activ, MITF inh, TEAD-YAP block, FBW7 activator
#21 Cc1cccc(NC(=O)c2sc3nc(-c4cccs4)cc(C(F)(F)F)c3c2N)c1C
    -0.3, 10, -4, 0.0
#22 Cn1c(CSCc2ccc(Cl)cc2Cl)n[nH]c1=S
    0.9, 10, 7, 0.3
#23 Cc1cc(OCC(=O)NCc2ccco2)cc(C)c1Br
    -0.9, 10, -19, 0.1
#24 O=C(COc1cccnc1[N+](=O)[O-])Nc1ccccc1F
    -0.4, 11, -35, 0.0
#25 O=C(NCCO)c1ccc(C(=O)NCCO)cc1
    -1.7, 3, 4, 0.0
#26 CCSc1nnc2c(n1)OC(C(=O)c1ccc(OC)cc1)Nc1ccccc1-2 (configuration not stated)
    -1.4, 8, -11, -0.2
#27 Cc1cc(NC(=O)CNC(=O)Cn2cnc3sc(C)c(C)c3c2=O)no1
    -0.6, 21, 13, 0.6
#28 COC(CNC(=O)c1c[nH]n2c(=O)c(Cl)c(C)nc12)OC
    -1.7, 4, -3, 0.0
#29 CCCN(CCC)Cc1c(C(=O)N/N=C/c2ccccc2Cl)nnn1-c1nonc1N
    -1.0, 2, 0, -0.1
#30 CCOc1ccc(C2=NC(c3ccc(Br)cc3)NC(c3cc(Cl)ccc3O)C2)cc1 (configuration not stated)
    0.1, 7, -7, 0.1
#31 O=C(O)c1cccc(NCC(=O)c2ccccc2)c1
    -1.3, 1, -83, 0.0
#32 CN(C)CCN(CC1CCCC1)C(=O)c1nc2ccc(-c3cn[nH]c3)cc2s1
    -1.0, 12, -7, -0.4
#33 COc1ccc(C2C(C#N)=C(N)OC3=C2C(=O)CCC3)c(OC)c1OC (configuration not stated)
    -0.7, -4, -5, 0.2
#34 CCc1ccccc1-n1c(SCC(=O)NCCC2=CCCCC2)nc2n[nH]c(C)c2c1=N
    -0.8, 5, 2, 0.0
#35 O=C(N1CCN(S(=O)(=O)C2CC2)CC1)C1(c2cccs2)CCCC1
    -0.2, 4, -4, -0.1
#36 COCCN(Cc1cc2cccc(C)c2nc1Cl)C(=O)C1CCC1
    -0.5, 22, -5, 1.1
#37 CCC(c1nnc(SCC(=O)NC(C)(C#N)C(C)C)o1)N(C)C (configuration not stated)
    0.8, -7, 10, -0.1
#38 CSc1ccc(N2C(=O)NC3(CCCCC3)C2=O)cc1
    -1.1, 5, 1, -0.1
#39 O=C(Nc1ccccc1-c1ccccc1)NC1CCN(CC(=O)N2CCOCC2)CC1
    0.7, 9, 1, 0.1
#40 Cc1ccc2c(c1)N(C(=O)CCC(=O)Nc1ccccc1Br)CC(C)O2 (configuration not stated)
    -0.2, -12, -1, -0.1

Continued.
Each structure is followed by: GPR151 activ, MITF inh, TEAD-YAP block, FBW7 activator
#41 COc1ccccc1CNC(=O)CC1C(=O)NCCN1Cc1ccc(Cl)c(F)c1 (configuration not stated)
    -1.0, 13, -5, 0.2
#42 CCCCOc1ccc(C(=O)N2CCCCCC2)cc1
    -1.8, 1, -24, 0.1
#43 CCC(=O)N1CCOc2ccc(CN3CCN(Cc4ccccn4)CC3)cc2C1
    -0.9, 6, 1, -0.4
#44 Cc1ccccc1C(=O)NCc1ccccc1
    -1.5, -3, -19, -0.1
#45 CS(=O)(=O)c1cnc(N)nc1-c1cccc(F)c1
    -1.1, -2, -3, 0.0
#46 O=C1CCC([N+](=O)[O-])C(c2ccc(Cl)c([N+](=O)[O-])c2)N1 (configuration not stated)
    0.8, 10, -5, -0.1
#47 CCOC(=O)C1=C(O)/C(=C/c2ccc(N(CC)CC)cc2OC)SC1=Nc1ccc(OC)cc1
    -0.2, 4, 10, -0.1
#48 O=C(c1cc2ccccc2oc1=O)N(Cc1ccccc1F)C1CC1
    1.4, -3, -9, -0.1
#49 CCCCNC(=O)N(O)C1N(N)C(=S)SC1(C)C (configuration not stated)
    0.0, -2, 3, -0.2
#50 Cc1cccc(N2C(=O)CSC23C(=O)N(CN2CCOCC2)c2ccccc23)c1 (configuration not stated)
    3.8, -1, 0, -0.2
#51 O=C(COc1ccccc1)Nc1ccc(-c2nc3ccccc3o2)cc1
    0.2, 4, 6, -0.2
#52 CCCCSc1nc2c(sc(=S)n2-c2ccccc2C)c(=O)n1-c1ccccc1
    0.5, 9, 2, 0.1
#53 Cc1cc(/C=C2\SC(=O)N(CC(=O)Nc3ccccc3F)C2=O)c(C)n1C
    -0.2, 10, 12, 0.5
#54 COc1ccccc1NC(=O)C1=C(C)NC(=O)NC1c1ccco1 (configuration not stated)
    1.4, 3, 11, -0.1
#55 S=C(Nc1cccc2ccccc12)NN1CCOCC1
    -0.1, 9, -12, 0.5
#56 COc1ccc(-n2c(SCC(=O)Nc3nccs3)nnc2-c2ccccn2)cc1
    0.1, -1, 2, -0.2
#57 CC(=O)N1CCN(c2c(C)cnc3c2c(=O)n(CC(=O)N2CCc4ccccc42)c(=O)n3C)CC1
    0.0, 5, -11, -0.2
#58 N=C1C(c2nc3ccccc3s2)=C(O)CN1c1cccc(Cl)c1
    1.0, 1, 30, -0.3
#59 CCc1ccc(C2CC(c3cccc(OC)c3OC)n3nnnc3N2)cc1 (configuration not stated)
    -0.7, 14, 10, -0.1
#60 O=C(Cc1ccc([N+](=O)[O-])cc1)Nc1ccc(Oc2ccccc2)cc1
    1.3, 1, -6, 0.0

The listing continues.
Each structure is followed by: GPR151 activ, MITF inh, TEAD-YAP block, FBW7 activator
#61 COc1ccc(CC(=O)N2CCc3cc(OC)c(OC)cc3C2COc2ccccc2OC)cc1 (configuration not stated)
    0.0, 4, -1, 0.1
#62 COc1ccccc1CN=c1c([N+](=O)[O-])nn(-c2cccc(C)c2)n1O
    -0.7, 23, -1, -0.7
#63 CCCCOC(=O)C1=C(C)NC2=C(C(=O)CCC2)C1c1ccccc1OC(C)C (configuration not stated)
    -1.3, 6, -5, 0.3
#64 c1ccc2nc(-c3ccsc3)ccc2c1
    -2.3, 2, -37, 0.2
#65 O=[N+]([O-])c1cccc(S(=O)(=O)N2CCCc3ccccc32)c1
    -0.7, 1, -1, -0.3
#66 O=C(Cn1nnc2ccccc2c1=O)NNC(=O)c1ccco1
    0.6, 1, 0, -0.2
#67 CCOC(=O)CCN1C(=O)[C@H]2[C@H]3[C@H](O)[C@H](O)C/C(=N\NC(=O)OCc4ccccc4)[C@@H]3CC[C@H]2C1=O
    0.5, 11, /, 0.0
#68 CCCCn1c2ccccc2c2ccccc21
    -0.3, 3, 5, -0.1
#69 O=C(Nc1ccc2c(c1)OCO2)c1ccc2nc(NC3CCN(Cc4ccccc4)CC3)sc2c1
    -1.7, 15, -21, -0.1
#70 O=C(Nc1c(C(=O)Nc2ccc(F)cc2)oc2ccccc12)c1ccco1
    -0.9, 11, 18, 1.2
#71 Cc1ccc(S(=O)(=O)N2CCN(c3cc(N4CCCCCC4)c(F)cc3[N+](=O)[O-])CC2)cc1
    1.6, 0, 16, -0.1
#72 CCNC(=O)C(=O)Nc1cc(C)ccc1OC
    4.8, 19, 6, 0.0
#73 COc1ccc(CNc2oc(COc3ccccc3C)nc2C#N)cc1
    -1.0, 23, -13, 0.1
#74 COc1ccccc1N1CCN(C(=O)Cn2cnc3scc(-c4ccc(C)cc4)c3c2=O)CC1
    -0.6, -9, 5, -0.2
#75 CN1CCN(CCCOc2cc(Cl)ccc2Cl)CC1
    -1.6, 7, -11, 0.1

Not a hit list. Share with any hit: about 3.5%.
